PP5 inh – PP5 phosphatase inhibitors, primary screen, biochemical, fluorescence | Serine/threonine-protein phosphatase 5 (Homo sapiens), P53041 | purified PP5c, OMFP substrate fluorescence | inhibition, % at 6.7 µM | 320,000 tested, 0.18% active;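 active means inhibition above the campaign's mean inhibition across all tested compounds plus 3 SD, cut at about 9.5% in these data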;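 further: 0% = DMSO only and 100% = 100 µM cantharidin control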
PP1 counter – PP1-alpha phosphatase inhibitors, primary screen, counter-screen for PP5 inhibitor project, biochemical, fluorescence, OMFP substrate, single point; purified PP1alpha; 320,000 tested, 0.9% active; inhibition, % at 6.7 µM;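 active means inhibition above the mean inhibition of all tested compounds plus 3 SD, computed separately for each screening campaign, cut at about 15% in these data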
Target sequence (P62136 whole entry, looked up): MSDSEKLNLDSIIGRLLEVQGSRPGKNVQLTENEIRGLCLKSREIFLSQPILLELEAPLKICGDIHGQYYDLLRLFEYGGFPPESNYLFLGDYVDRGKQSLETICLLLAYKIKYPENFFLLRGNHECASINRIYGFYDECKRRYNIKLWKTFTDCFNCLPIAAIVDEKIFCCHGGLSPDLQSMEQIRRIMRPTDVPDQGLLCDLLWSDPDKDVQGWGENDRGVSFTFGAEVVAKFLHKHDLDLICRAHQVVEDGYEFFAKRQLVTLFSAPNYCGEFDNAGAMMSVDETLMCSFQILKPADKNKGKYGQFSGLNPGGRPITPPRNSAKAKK
core dimer inh – inhibitors of HCV core protein dimerization, primary screen, biochemical, TR-FRET, high-throughput. TR-FRET GST/Flag-core106 dimerization, 1536-well. 300,000 tested, 0.33% active. AID 1899, 2009. inhibition, % at 5 µM;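 active means inhibition above the mean of all tested compounds plus 3 SD, set per screening campaign, cut at about 45% in these data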
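Assay system: tagged HCV core106 pair (GST and Flag); medium: KF-containing HEPES buffer, pH 7.45, DTT, CHAPS, BSA; also added: Eu donor and XL665 acceptor anti-tag antibodies; dosing: 5 µM single dose; timing: compound-protein-antibody incubation 4 h at 22.5 °C; signal: TR-FRET 671 and 617 nm emission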
VLA-4 inh – inhibition in human VLA-4 binding assay, primary screen, VLA-4 allosteric modulator project, MLPCN library, flow cytometry, VLA-4 expressing cells | AID 2557, 2010 | 330,000 tested, 0.2% active | inhibition, % (about 7 µM as worked out from the volumes in the protocol) | Integrin alpha-4 (Homo sapiens), P13612 | ligand binding flow cytometry; in the data active means inhibition above about 50%
procasp7 counter – procaspase-7 activators, primary screen, counter-screen for procaspase-3 activator project, biochemical, absorbance, HTS, human; Caspase-7 (Homo sapiens), P55210; recombinant procaspase-7, Ac-DEVD-pNA absorbance 405 nm; D23A/D198A/D206A triple mutant, cannot self-cleave; scale: DMSO 0, 5 µM enzyme 100; activation, % at 8.5 µM; 330,000 tested, 0.093% active; AID 463210, 2010;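 active means percent activation above the screen-wide mean plus 3 SD, cut at about 25% in these data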
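Test system: Procaspase-7 triple mutant (PC-7 D3A). Also added: Ac-DEVD-pNA substrate, 400 µM as added. Schedule: 1 h enzyme–compound preincubation and 2 h substrate reaction, both 25 °C. Signal: p-Nitroaniline absorbance at 405 nm, read at 0 and 120 min. Control set: low DMSO alone, high DMSO plus 5 µM PC-7.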
GASC-1 inh – inhibitors of GASC-1 histone demethylase, primary screen, biochemical, fluorescence, DELFIA europium; Lysine-specific demethylase 4C (Homo sapiens), Q9H3R0; GST-JMJD2C(1-420) H3K9me3 demethylation; inhibition, % at 2.35 µM; 330,000 tested, 0.069% active; AID 2099, 2009;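 active means more than half of a compound's replicate wells show inhibition beyond 50%, single wells judged on their own value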;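 further: signal counts dimethyl H3K9 product captured on neutravidin plate; 0% = median of DMSO wells and 100% = 0.3 times that DMSO median; strong numbers were not always called active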
Target sequence (Q9H3R0 1-420 limits assumed): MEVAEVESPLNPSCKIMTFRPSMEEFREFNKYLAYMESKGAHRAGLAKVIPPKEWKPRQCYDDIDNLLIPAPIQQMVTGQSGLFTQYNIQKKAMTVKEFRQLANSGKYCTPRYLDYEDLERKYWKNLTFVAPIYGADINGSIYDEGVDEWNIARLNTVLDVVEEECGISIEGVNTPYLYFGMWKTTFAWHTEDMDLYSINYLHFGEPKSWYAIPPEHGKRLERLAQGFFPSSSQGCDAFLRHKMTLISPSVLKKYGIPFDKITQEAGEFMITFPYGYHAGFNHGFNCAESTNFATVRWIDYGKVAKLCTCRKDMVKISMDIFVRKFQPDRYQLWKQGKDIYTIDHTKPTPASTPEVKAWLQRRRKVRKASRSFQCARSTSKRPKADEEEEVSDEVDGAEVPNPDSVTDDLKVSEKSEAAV
Fh CTSL1 inh – Fasciola hepatica cathepsin L1 inhibitors, primary screen, counter-screen for PFM18AAP inhibitor project, biochemical, QFRET, fluorogenic peptide substrate; recombinant F. hepatica cathepsin L1, Z-Leu-Arg-MCA fluorescence; inhibition, % at 5.96 µM; 300,000 tested, 0.49% active; AID 1906, 2009;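 active means inhibition above the mean of all tested compounds plus 3 SD, set per screening campaign, cut at about 17% in these data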;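 further: 0% = plate median of test compound wells and 100% = 1 µM Z-Phe-Ala-diazomethylketone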
procasp3 activ – activators of human procaspase-3 D3A mutant, primary screen, biochemical, absorbance, PC-3 D3A mutant, single concentration | recombinant procaspase-3 D3A, Ac-DEVD-pNA absorbance 405 nm | activation, % at 8.5 µM | 330,000 tested, 0.11% active | AID 463141, 2010;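 active means activation above the mean of all tested compounds plus 3 SD, cut at about 21% in these data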;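 further: 0% = DMSO alone and 100% = DMSO wells spiked with extra 5 µM PC-3 D3A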
Target sequence (P42574 whole entry D9A/D28A/D175A): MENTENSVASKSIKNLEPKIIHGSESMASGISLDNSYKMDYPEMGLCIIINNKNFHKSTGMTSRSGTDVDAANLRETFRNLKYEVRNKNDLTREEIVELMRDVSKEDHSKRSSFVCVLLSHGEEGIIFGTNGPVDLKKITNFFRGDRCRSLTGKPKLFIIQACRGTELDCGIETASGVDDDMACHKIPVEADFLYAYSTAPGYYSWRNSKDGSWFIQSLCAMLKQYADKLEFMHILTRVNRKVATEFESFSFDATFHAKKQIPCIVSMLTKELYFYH
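Technique: 405 nm absorbance of p-nitroaniline, reads at 0 and 120 min; Test system: Procaspase-3 D3A mutant; Incubation: 1 h enzyme-compound preincubation, then 2 h substrate reaction, 25 °C; Repeats: singlicate, each compound tested once; Benchmarks: low control DMSO wells, high control DMSO plus 5 µM PC-3 D3A.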
GRK2 aptamer HTS – compounds blocking aptamer binding on GRK2 – biochemical, human GRK2, bead flow cytometry, HTS, primary screen; AID 488847, 2010; FAM-aptamer displacement from GRK2; 330,000 tested, 0.59% active; inhibition of aptamer binding, % at 10 µM;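 active means inhibition of aptamer binding above 40%, roughly 3 SD of noise, on plates passing a quality check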;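 further: median bead fluorescence of bound FAM aptamer so fluorescent compounds give negative values; no value below 0 was filed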
An asterisk follows results filed as active; & = joins results of further samples.

How did COc1cccc(NC(=O)Nc2nnc(Cc3ccc(OC)c(OC)c3)s2)c1 do in these assays?
PP5 inh: 0.5; PP1 counter: 7; core dimer inh: -6; VLA-4 inh: 5; procasp7 counter: 9; GASC-1 inh: -4; Fh CTSL1 inh: 0; procasp3 activ: 4; GRK2 aptamer HTS: 18

What do the screens show for `CCN(CC)S(=O)(=O)c1ccc(C(=O)OCn2nnc3ccccc3c2=O)cc1`?
PP5 inh: 2.4; PP1 counter: 1; core dimer inh: 7; VLA-4 inh: 20; procasp7 counter: 1; GASC-1 inh: -10; Fh CTSL1 inh: -16; procasp3 activ: -4; GRK2 aptamer HTS: 0

What do the screens show for `O=C(NC(=S)Nc1ccc2nc[nH]c2c1)c1ccccc1`?
PP5 inh: 2.5; PP1 counter: -1; core dimer inh: -4; VLA-4 inh: 1; procasp7 counter: -16; GASC-1 inh: 5; Fh CTSL1 inh: 0; procasp3 activ: 0; GRK2 aptamer HTS: 0

What do the screens show for `O=C(COC(=O)c1ccc(Br)cc1)NCCc1ccccc1`?
PP5 inh: 0.0; PP1 counter: 0; core dimer inh: -10; VLA-4 inh: 1; procasp7 counter: -4; GASC-1 inh: 9; Fh CTSL1 inh: 5; procasp3 activ: -9; GRK2 aptamer HTS: 0

Results for COc1ccccc1OC(C)C(=O)Nc1ccc2c(c1)n(C)c(=O)n2C (stereo not given) ?
PP5 inh: 0.5; PP1 counter: -2; core dimer inh: -5; VLA-4 inh: 9; procasp7 counter: 1; GASC-1 inh: -8; Fh CTSL1 inh: 3; procasp3 activ: 6; GRK2 aptamer HTS: 0

Results for Cc1ccsc1/C=N/Nc1nc(=O)[nH]nc1C ?
PP5 inh: 1.9; PP1 counter: 5; core dimer inh: -6; VLA-4 inh: 5; procasp7 counter: 18; GASC-1 inh: -2; Fh CTSL1 inh: 2; procasp3 activ: 2; GRK2 aptamer HTS: 0

How did COCCN=c1scc(-c2cccs2)n1/N=C/c1ccc(O)c(O)c1O do in these assays?
PP5 inh: 4.1; PP1 counter: 3; core dimer inh: 9; VLA-4 inh: -12; procasp7 counter: -23; GASC-1 inh: -11; Fh CTSL1 inh: 6; procasp3 activ: -11; GRK2 aptamer HTS: 0

How did NS(=O)(=O)c1ccc(NC(=O)COC(=O)CCC2CCCCC2)cc1 do in these assays?
PP5 inh: 2.1; PP1 counter: 3; core dimer inh: -5; VLA-4 inh: 12; procasp7 counter: 7; GASC-1 inh: -11; Fh CTSL1 inh: -6; procasp3 activ: -3; GRK2 aptamer HTS: 4

What do the screens show for `Cc1cccc(C)c1OCCn1nc(C(=O)O)c2ccccc2c1=O`?
PP5 inh: 3.3; PP1 counter: 5; core dimer inh: 9; VLA-4 inh: 18; procasp7 counter: -1; GASC-1 inh: 9; Fh CTSL1 inh: 0; procasp3 activ: 1; GRK2 aptamer HTS: 0

How did CNC(=O)/C=C1\NC(C)(C)Cc2ccccc21 do in these assays?
PP5 inh: 2.0; PP1 counter: -5; core dimer inh: 2; VLA-4 inh: 21; procasp7 counter: -10; GASC-1 inh: -4; Fh CTSL1 inh: -2; procasp3 activ: 8; GRK2 aptamer HTS: 0

How did CC(C)CNS(=O)(=O)c1ccc(S(=O)(=O)N2CCC(N3CCCCC3)CC2)cc1 do in these assays?
PP5 inh: -1.4; PP1 counter: -5; core dimer inh: -2; VLA-4 inh: 9; procasp7 counter: 15; GASC-1 inh: -34; Fh CTSL1 inh: 2; procasp3 activ: 9; GRK2 aptamer HTS: 0

Results for CCN(CC(=O)NCc1ccc(F)cc1)C(=O)c1ccc2c(c1)OCO2 ?
PP5 inh: 2.4; PP1 counter: -2; VLA-4 inh: 22; procasp7 counter: -1; GASC-1 inh: 6; procasp3 activ: -1; GRK2 aptamer HTS: 3

What do the screens show for `Cc1csc(NC(=O)CSc2nnc3c4ccccc4nc(C(C)(C)C)n23)n1`?
PP5 inh: 3.2; PP1 counter: 5; core dimer inh: 13; VLA-4 inh: -4; procasp7 counter: -6; GASC-1 inh: -5; Fh CTSL1 inh: -2; procasp3 activ: -2; GRK2 aptamer HTS: 4

How did Cc1ccc(N(CC(=O)N/N=C/c2cccc(Br)c2)S(C)(=O)=O)cc1 do in these assays?
PP5 inh: 2.2; PP1 counter: 0; core dimer inh: -5; VLA-4 inh: 9; procasp7 counter: -4; GASC-1 inh: -1; Fh CTSL1 inh: 4; procasp3 activ: 3; GRK2 aptamer HTS: 0

How did O=C(CC(C(=O)O)C1CCCO1)NCc1ccccc1 (stereo not given) do in these assays?
PP5 inh: -1.6; PP1 counter: -1; core dimer inh: -2; VLA-4 inh: -1; procasp7 counter: 6; GASC-1 inh: 16; Fh CTSL1 inh: -2; procasp3 activ: 6; GRK2 aptamer HTS: 0

How did COc1cccc(OCc2ccc(Cl)cc2)c1C#N do in these assays?
PP5 inh: 2.6; PP1 counter: -5; core dimer inh: 2; VLA-4 inh: 3; procasp7 counter: 3; GASC-1 inh: 0; Fh CTSL1 inh: 2; procasp3 activ: -1; GRK2 aptamer HTS: 0

How did CCOC(=O)C1CCCN(C(=O)COc2ccccc2O)C1 (stereo not given) do in these assays?
PP5 inh: -2.9; PP1 counter: 4; core dimer inh: -2; VLA-4 inh: 0; procasp7 counter: -7; GASC-1 inh: 9; Fh CTSL1 inh: 0; procasp3 activ: -6; GRK2 aptamer HTS: 4

Results for CC1CCCN(C(=O)c2ccc3c(=O)n(Cc4ccc5c(c4)OCO5)c(=S)[nH]c3c2)C1 (stereo not given) ?
PP5 inh: 4.6; PP1 counter: -1; core dimer inh: 15; VLA-4 inh: 5; procasp7 counter: -6; GASC-1 inh: -10; Fh CTSL1 inh: 4; procasp3 activ: 5; GRK2 aptamer HTS: 0

Results for Cn1c(COc2ccccc2)nnc1SCC(=O)c1cccc([N+](=O)[O-])c1 ?
PP5 inh: -0.2; PP1 counter: -1; core dimer inh: 2; VLA-4 inh: 17; procasp7 counter: -9; GASC-1 inh: -23; Fh CTSL1 inh: 1; procasp3 activ: 2; GRK2 aptamer HTS: 1

What do the screens show for `O=C(CCc1ccccc1)NC(NC(=S)Nc1cccc(Cl)c1)C(Cl)(Cl)Cl` (stereo not given)?
PP5 inh: 0.2; PP1 counter: 8; core dimer inh: 13; VLA-4 inh: -13; procasp7 counter: -5; GASC-1 inh: -4; Fh CTSL1 inh: 2; procasp3 activ: -1; GRK2 aptamer HTS: 0

How did C=CCN(c1ccc(Br)cc1C(=O)OC)S(C)(=O)=O do in these assays?
PP5 inh: -0.2; PP1 counter: -4; VLA-4 inh: -11; procasp7 counter: 0; GASC-1 inh: 0; procasp3 activ: 3; GRK2 aptamer HTS: 2

How did c1ccc(SCCOCCn2cncn2)cc1 do in these assays?
PP5 inh: -2.9; PP1 counter: -4; core dimer inh: -5; VLA-4 inh: 6; procasp7 counter: 3; GASC-1 inh: -9; Fh CTSL1 inh: 3; procasp3 activ: -12; GRK2 aptamer HTS: 0

Results for Cn1c(=O)c2c(nc(Sc3ncccn3)n2Cc2ccccc2Cl)n(C)c1=O ?
PP5 inh: -1.7; PP1 counter: -1; core dimer inh: -6; VLA-4 inh: -3; procasp7 counter: -6; GASC-1 inh: 0; Fh CTSL1 inh: 1; procasp3 activ: 3; GRK2 aptamer HTS: 0

How did Cc1cccc(CN2CCN(Cc3cccc4nonc34)CC2CCO)n1 (stereo not given) do in these assays?
PP5 inh: 0.9; PP1 counter: -2; core dimer inh: 0; VLA-4 inh: 8; procasp7 counter: -3; GASC-1 inh: 5; Fh CTSL1 inh: -1; procasp3 activ: 1; GRK2 aptamer HTS: 1

Results for C=CCC[C@@H](Cc1ccc(F)cc1)C(=O)OC[C@@H](Cc1c[nH]c2ccccc12)NC(=O)[C@@H](CC=C)CC(=O)N[C@@H](CO)Cc1ccccc1 ?
VLA-4 inh: 18; procasp7 counter: 13; GASC-1 inh: -7; procasp3 activ: 3; GRK2 aptamer HTS: 1

Results for COc1cccc(C2CC(c3ccc(C)cc3)Nc3nc(N)nn32)c1 (stereo not given) ?
PP5 inh: 3.1; PP1 counter: -5; core dimer inh: 5; VLA-4 inh: 8; procasp7 counter: 5; GASC-1 inh: 2; Fh CTSL1 inh: 1; procasp3 activ: -1; GRK2 aptamer HTS: 0

Results for CCC(C)(C)n1nnnc1C(c1cc(OC)c(OC)c(OC)c1)N1CCN(c2ccccc2)CC1 (stereo not given) ?
PP5 inh: 1.9; PP1 counter: -3; core dimer inh: -4; VLA-4 inh: 16; procasp7 counter: -4; GASC-1 inh: -4&3; Fh CTSL1 inh: -2; procasp3 activ: -2; GRK2 aptamer HTS: 2

What do the screens show for `CCOc1ccc(N/C(C)=C/C(=O)c2ccc3c(c2)OCCO3)cc1`?
PP5 inh: 0.6; PP1 counter: 3; core dimer inh: 0; VLA-4 inh: -1; procasp7 counter: -9; GASC-1 inh: 4; Fh CTSL1 inh: -2; procasp3 activ: -3; GRK2 aptamer HTS: 1

How did O=C(CN1C(=O)NC2(CCCCC2)C1=O)NCCc1ccc(Cl)cc1Cl do in these assays?
VLA-4 inh: 1; procasp7 counter: 4; GASC-1 inh: 10; procasp3 activ: 3; GRK2 aptamer HTS: 3

What do the screens show for `CCc1ccc(/C=C2\Oc3c(ccc(O)c3CN3CCN(CCO)CC3)C2=O)cc1`?
PP5 inh: 0.1; PP1 counter: -2; core dimer inh: -5; VLA-4 inh: 9; procasp7 counter: -6; GASC-1 inh: 13; Fh CTSL1 inh: 3; procasp3 activ: 3; GRK2 aptamer HTS: 0

Results for Nc1ncnc2c1ncn2[C@@H]1O[C@H](CO)C[C@@H]1O ?
PP5 inh: 4.7; PP1 counter: 0; core dimer inh: -11; VLA-4 inh: -3; procasp7 counter: -13; GASC-1 inh: -7; Fh CTSL1 inh: 1; procasp3 activ: -4; GRK2 aptamer HTS: 3

How did CCN(CC)Cc1c(C(=O)N/N=C/c2cccc(OCc3ccc(F)cc3)c2)nnn1-c1nonc1N do in these assays?
PP5 inh: 2.2; PP1 counter: -5; core dimer inh: 18; VLA-4 inh: -8; procasp7 counter: -1; GASC-1 inh: -11; Fh CTSL1 inh: 1; procasp3 activ: 9; GRK2 aptamer HTS: 3
